Mm-Cpn inhibitor: inhibitors of Methanococcus maripaludis chaperonin (MmCpn) | purified Mm-Cpn ATPase, ADP Transcreener TR-FRET | Potency, µM (titrated, usually from 76.9 µM), without a hit: at the highest dose activity, negative = inhibition, actives largely listed as inhibitors | 0.031% of 330,000 active | AID 504842; note: potency is the fitted concentration of half-maximal effect; % is set by controls: 0 for no effect and ±100 for the full control effect; nearly all actives have a fitted effect of over 80% in size
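Purified archaeal Mm-CPN (25nM final) preincubated 10 min at 37degC with compound, then 10uM ATP for 30 min at 37degC; ADP measured by HTRF Transcreener TR-FRET; buffer 30 mM TRIS pH 7.4, 100mM KCl, 5mM MgCl2, 1mM DTT.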
A549 tox: counter-screen for Nrf2 inhibitors: cytotoxicity in A549 cells | A549 ARE-Fluc cells, CellTiter-Fluor viability, 18-24 h | Potency, µM (series often up to 46 µM), inactives show top-dose activity change, negative = cytotoxicity, most hits filed as inhibitors | 0.16% of 390,000 active | AID 504648; note: potency is the fitted concentration of half-maximal effect; % is set by controls: 0 for no effect and ±100 for the full control effect
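Cytotoxicity counterscreen: CellTiter-Fluor fluorescence was measured in A549 ARE_Fluc cells after 18-24 h of compound exposure in a concentration series. The subsequent BugLite luminescent read reports ARE-luciferase activity.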
Nrf2 activator: activators of Nrf2 (ARE) signaling; AREc32 ARE-luciferase reporter (MCF7-derived line), luminescence, 24 h; Potency, µM (doses to about 46.1 µM), for the others: at the top dose activation, most hits filed as activators; 0.31% of 410,000 active; note: potency is the fitted concentration of half-maximal effect; % of control where 0% means no effect; nearly all actives have a fitted effect of over 65% in size
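AREc32 cells carrying an ARE-driven firefly luciferase, 1000 cells/well in OPTI-MEM with 5% FBS, dosed after overnight attachment and incubated 24 hr at 37 deg C. Steady-Glo luminescence read after 30 min at RT.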
HepG2 viability: counter-screen for TGF-b inhibitors: cytotoxicity in HepG2 cells; HepG2 CAGA-GFP viability, ATP luminescence, 18 h; Potency, µM (titrated, usually from 46.1 µM), for the others: at the highest dose activity change, negative = cytotoxicity, hits mostly cytotoxic; 0.76% of 410,000 active; AID 588856; note: potency is the fitted concentration of half-maximal effect; some results filed as inactive show a strong effect at the top dose
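CellTiter-Glo luminescence gave cytotoxicity after 18 hours at 37 degrees C. The cells were HepG2 CAGA-GFP in 1% FBS DMEM, stimulated with 500 pg/mL TGF-beta after compound addition. %Activity was normalised to no-cell wells (complete cell-killing) and DMSO (no toxicity), and curves were fitted and classified.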
CCT modulator: cytosolic chaperonin activity modulation; purified chaperonin ATPase assay, HTRF ADP detection, 30 min; activity change, % (test concentration not listed), hits read low; 0.3% of 360,000 active; AID 651819; in the data active = activity change below about -30%; note: % is set by controls: 0 for no effect and ±100 for the full control effect
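Nucleotide hydrolysis assay: TRiC at 20–40 nM final (set by batch activity) with 10 uM ATP, 30 min at 37 °C, in presence of 76 uM compound. Detection by competitive ADP HTRF, 30 min ambient.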
TGFb inhibitor: inhibitors of TGF-b signaling. HepG2 CAGA-GFP TGF-b/SMAD3 reporter, GFP fluorescence, 18 h; TGF-beta stimulated, 500 pg/mL final. Potency, µM (top dose mostly 46.1 µM), for inactives: at the top dose activity, negative = inhibition, actives largely listed as inhibitors. 1.2% of 410,000 active; note: potency is the fitted concentration of half-maximal effect; % is set by controls: 0 for no effect and ±100 for the full control effect; nearly all actives have a fitted effect of over 65% in size
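First, reporter cells (HEPG2 CAGA-GFP) rested 2 h at 37 degrees C. Next, compounds were pinned in and TGF-beta added to 500 pg/mL final. After 18 h, GFP was imaged per cell and summed per well.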
pAkt inh: Akt phosphorylation inhibition; Neuro2A IGF-stimulated pAkt S473 HTRF, 20 min; active compounds read low; activity change, % for hits at 50 µM; 0.32% of 360,000 active; AID 651550; in the data active = activity change below about -80%; inconclusive = mostly about -51% to -80%; note: % is set by controls: 0 for no effect and ±100 for the full control effect
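Neuro2A cells (4,500/well, DMEM with 0.5% FBS) were treated with compound at a single 50 µM final concentration, stimulated with 6 nM IGF for 20 min at 37 °C, and lysed. Phospho-Akt Ser473 was read by HTRF as 665/615 ratio ×10^4.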
Nrf2 inh: blocks Nrf2 signaling; A549 ARE-Fluc reporter, luciferase luminescence, 18-24 h; Potency, µM (titrated, usually from 46 µM), for the others: at the highest dose activity change, negative = inhibition, usual class: inhibitors; 2.1% of 360,000 active; note: potency is the fitted concentration of half-maximal effect; % is set by controls: 0 for no effect and ±100 for the full control effect; nearly all actives have a fitted effect of over 60% in size
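In this cell-based qHTS, ARE-driven firefly luciferase in A549 cells reports Nrf2 activity; the luminescent signal after BugLite lysis is the measured value, with a prior CellTiter-Fluor read for cell health.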
Abeta yeast res: compounds reversing amyloid beta toxicity in yeast | yeast expressing A-beta42, growth rescue, OD600, 48 h; response scale: 0% DMSO, 100% iron-clioquinol control | Potency, µM (series often up to 46.1 µM), for the others: at the highest dose growth rescue, actives largely listed as activators | 0.063% of 410,000 active | AID 1347071; note: potency is the fitted concentration of half-maximal effect; nearly all actives have a fitted effect of over 55% in size
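Growth rescue measured by 600 nm absorbance after 48 h yeast culture at 30 C with compound. Values normalized between DMSO and an equimolar ferric chloride plus clioquinol control.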
* = called active by the depositor; i = inactive; ? = inconclusive; / = no result given; & = joins results of further samples; [ ] = another dose, or the depositor's remark. Unless noted, calls come from the whole dose curve; as a rule, active = well fitted curve in the direction sought with a large enough effect; inconclusive = small, poorly fitted or top-dose-only effect, or another doubt; inactive = no such curve, though single readings can be large; an effect the other way counts as inactive or inconclusive.

#1 N=c1n(CCN2CCCCC2)c2ccccc2n1CC(=O)c1cccc([N+](=O)[O-])c1
#2 Cn1c(=O)oc2cc(S(=O)(=O)NC(Cc3ccccc3)C(=O)N3CCCCC3)ccc21 (stereo not drawn)
#3 COc1ccccc1N(C)S(=O)(=O)c1ccc(C(=O)N2CCCc3ccccc32)cc1
#4 O=C(c1ccccn1)N(Cc1ccco1)C1(C(=O)Nc2ccc(Br)cc2)CCCCC1
#5 Cc1ccc(C2=NN(C(=O)CCl)C(c3cccs3)C2)o1 (stereo not drawn)
assay / compound	1	2	3	4	5
Mm-Cpn inhibitor	-2%	-1%	2%	/	-2%
A549 tox	-5%	-3%	-7%	/	-3%
Nrf2 activator	?	0.5%	-0.1%	-1.0%	?
HepG2 viability	13µM*	2%	2%	-28%	8.9µM*
CCT modulator	1.8	2.1	-0.6	1.3	-2.3
TGFb inhibitor	?	?	-14%	?	8.9µM*
pAkt inh	i	i	i	i	i
Nrf2 inh	2%	13%	?	/	-5%
Abeta yeast res	-11%	20%	-10%	-4%	-28%

An excerpt of these results, with values under each structure:
The line under a structure holds: Mm-Cpn inhibitor | A549 tox | Nrf2 activator | HepG2 viability | CCT modulator | TGFb inhibitor | pAkt inh | Nrf2 inh | Abeta yeast res
2) Cn1c(=O)oc2cc(S(=O)(=O)NC(Cc3ccccc3)C(=O)N3CCCCC3)ccc21 (stereo not drawn)
→ -1% | -3% | 0.5% | 2% | 2.1 | ? | i | 13% | 20%
5) Cc1ccc(C2=NN(C(=O)CCl)C(c3cccs3)C2)o1 (stereo not drawn)
→ -2% | -3% | ? | 8.9µM* | -2.3 | 8.9µM* | i | -5% | -28%
4) O=C(c1ccccn1)N(Cc1ccco1)C1(C(=O)Nc2ccc(Br)cc2)CCCCC1
→ / | / | -1.0% | -28% | 1.3 | ? | i | / | -4%
3) COc1ccccc1N(C)S(=O)(=O)c1ccc(C(=O)N2CCCc3ccccc32)cc1
→ 2% | -7% | -0.1% | 2% | -0.6 | -14% | i | ? | -10%
1) N=c1n(CCN2CCCCC2)c2ccccc2n1CC(=O)c1cccc([N+](=O)[O-])c1
→ -2% | -5% | ? | 13µM* | 1.8 | ? | i | 2% | -11%

Additional entries follow:
#6 CCCC(=O)n1nc(-c2ccccc2)nc1SC
#7 Cc1cccc(-c2nc3cc(NC(=O)COc4ccccc4F)ccc3o2)c1
#8 Cc1cccc(C(=O)Oc2ccccc2C2C[C@]3(C)CC(=O)NC3N2C(=O)c2cccc(C)c2)c1 (stereo partly drawn)
#9 CCN(CC)c1cc(C)c2cc(NC(=O)c3ccccc3F)ccc2n1
#10 COc1cccc(CC(NC(C)=O)C(=O)NC2CCN(S(=O)(=O)c3ccc4ccccc4c3)CC2)c1 (stereo not drawn)
assay / compound	6	7	8	9	10
Mm-Cpn inhibitor	2%	/	1%	-2%	-2%
A549 tox	6%	-22%	-11%	-15%	-12%
Nrf2 activator	2.4%	-0.2%	-0.1%	-0.1%	-0.4%
HepG2 viability	-1%	3%	-23%	-37%	-15%
CCT modulator	1.6	/	-1.1	-0.3	-1.9
TGFb inhibitor	15%	1%	-22%	-11%	?
pAkt inh	i	/	i	i	i
Nrf2 inh	15%	8%	-18%	-3%	?
Abeta yeast res	1%	-19%	0%	-14%	-19%

#11 O=C1c2ccccc2NC(c2cccs2)N1NS(=O)(=O)c1ccccc1 (stereo not drawn)
#12 CCn1c(SCC(=O)Nc2cc(C)on2)nnc1-c1ccccc1
#13 Cc1ccc(S(=O)(=O)NCCC(=O)OCC(=O)Nc2ccccc2Cl)cc1
#14 Cc1cccc2c(C(=O)O)c3cccc(C)c3nc12
#15 COCC(=O)N1CCCC(C(=O)c2ccc(Oc3ccccc3)cc2)C1 (stereo not drawn)
assay / compound	11	12	13	14	15
Mm-Cpn inhibitor	-3%	2%	0%	/	0%
A549 tox	16%	-2%	0%	-5%	0%
Nrf2 activator	0.2%	-0.1%	0.3%	-0.8%	0.6%
HepG2 viability	-9%	-1%	3%	39%	5%
CCT modulator	-1.7	-3.0	-2.7	-1.9	0.7
TGFb inhibitor	8%	0%	-3%	42%[activator]	?
pAkt inh	i	i	i	i	i
Nrf2 inh	-1%	-13%	-5%	-11%	-13%
Abeta yeast res	-12%	-8%	?	1%	-50%[inhibitor]

#16 COc1ccccc1C(=O)OCc1cc(=O)n2nc(C3CCCCC3)sc2n1
#17 CSCCC(C)N1CCC(Oc2ccc(C(=O)NCc3ccccn3)cc2)CC1 (stereo not drawn)
#18 Cc1cccc(NC(=O)CCn2cnnn2)c1
#19 Cn1c(C(O)c2ccc(Br)cc2)nc(Cl)c1Cl (stereo not drawn)
#20 O=C(CSc1nnc(NC(=O)c2ccccc2F)s1)NC1CC1
#21 COc1ccc(CCNC(=O)c2cc(-c3ccccn3)nc3ccccc23)cc1
assay / compound	16	17	18	19	20	21
Mm-Cpn inhibitor	/	/	-2%	-2%	2%	-3%
A549 tox	9%	/	0%&-1%	1%	-1%	-19%
Nrf2 activator	-0.3%	2.9%	-0.4%&-1.2%	4.6%	3.1%	4.5%
HepG2 viability	5%	1%	-3%&-5%	-18%	-6%	-18%
CCT modulator	/	1.1	-7.6	0.9	2.6	-3.3
TGFb inhibitor	1%	1%	-5%&-7%	-18%	1%	7%
pAkt inh	/	i	i	i	i	i
Nrf2 inh	?	/	?	-15%	12%	2%
Abeta yeast res	-3%	3%	2%&-9%	22%	-5%	21%

Assay outcomes from PubChem.
